Source: PubChem
cytoskel mod = modifiers of cytoskeleton assembly; HUVEC TNFa F-actin phalloidin imaging, high content; inhibition, % at 2 µM; 91,000 tested, 0.18% active; AID 836;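 active = inhibition above the batch mean plus 3 SD and confirmed as a hit by visual image inspection, cut at about 30% in these data, passing the limit was not always enough; inconclusive = above the inhibition threshold but rejected on visual inspection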; note: strong numbers were not always called active
H69AR growth 86K = blocks growth of human H69AR lung tumor cells; H69AR lung tumor viability, ATP luminescence, 72 h; hits give low values; viability, % at 10 µM; 85,000 tested, 6% active;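 active = viability at or below 40%; inactive = viability above 40%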;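 note: multidrug resistant small cell line overexpressing MRP-1 efflux transporter; 100% = mean luminescence of untreated control wells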
Pyk2 oligo antag = antagonists of human Pyk2 oligomerization; Q14289; Q293 cells, Pyk2 FERM NanoBiT luminescence; hits give low values; z-score (the deposit names both 25 µM and 10 µM); 99,000 tested, 0.83% active; AID 1347419;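 active = Z-score of -3 or lower, scaled per plate to the spread of control and sample wells; inactive = z-score above -3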;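 note: negative z-score means lost luminescence so less FERM oligomerization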
VCAM1 TNFa inh = reduces TNF alpha induced VCAM1 expression in HUVEC. HUVEC TNFa-induced VCAM-1 immunofluorescence, high-content imaging. inhibition, % at 2 µM. 95,000 tested, 0.48% active;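 active = inhibition above the batch mean plus 3 SD, with images confirmed as a hit by eye, cut at about 37% in these data; inconclusive = inhibition above that limit but hit not confirmed in images; inactive = inhibition not above that limit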;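 note: 0% = TNF-stimulated DMSO wells and 100% = unstimulated control wells; not every result past the cut was called active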
IL1B cytotox = toxic to HUVEC cells under IL-1B stimulation. cell count reduction, % at 2 µM. HUVEC cell count loss, Hoechst imaging, IL-1B stimulated. 94,000 tested, 0.41% active. AID 845;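 active = cell count reduction more than 3 SD above the screen-wide mean, cut at about 70% in these data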;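 note: normalized per plate to untreated control cells as the no-loss baseline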
Fibroblast inh = blocks proliferation of human lung fibroblasts | LL 47 human lung fibroblast viability, ATP luminescence; hits give low values | viability, % at 10 µM | 85,000 tested, 1.1% active;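 active = viability at or below 50% in the single dose screen; inactive = viability above 50%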;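 note: compound exposure lasted 72 h before the ATP readout; 100% = median luminescence of untreated cell-only wells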
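Times – overnight cell rest, 72 h compound treatment at 37 °C · Test system – human lung fibroblast line LL 47, low passage · Amount – 1,150 cells in each well · Controls – cell-only wells, no compound · Doses – 0.1% DMSO in all compound wells · Measured by – CellTiter-Glo luminescence · Buffer or medium – IMEM plus 15% FBS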
HUVEC prolif 384 = blocks proliferation of human endothelial cells. HUVEC proliferation, CellTiter-Glo luminescence, 72 h; hits give low values. viability, % at 10 µM (by protocol). 86,000 tested, 1.1% active. AID 648;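 active = viability at or below 30%; inactive = viability above 30%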;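 note: 100% = median luminescence of DMSO-only cell control wells on each plate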
HUVEC tox TNFa = HUVEC cytotoxicity counter-screen, TNF alpha stimulated | HUVEC TNFalpha-stimulated, Hoechst cell count, imaging | cell count reduction, % at 2 µM | 93,000 tested, 0.17% active | AID 848;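 active = cell count reduction exceeding the screen mean by over 5 SD, scaled to untreated wells per plate, cut at about 78% in these data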;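 note: cells counted after 24 h of TNF alpha exposure following the 1 h pretreatment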
Smad3 FoxH1 inh = Smad3 (human) transcription factor binding inhibition; 88,000 tested, 0.29% active; TR-FRET Smad3/Dy647-FoxH1 peptide binding, europium anti-His; AID 630; P84022; inhibition, % at 25 µM;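 active = compounds that reduce the energy-transfer binding signal between the protein and its labelled peptide by more than half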;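 note: 0% = Smad3 plus labelled peptide maximal FRET and 100% = peptide-only background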
Target sequence (P84022 whole entry, looked up): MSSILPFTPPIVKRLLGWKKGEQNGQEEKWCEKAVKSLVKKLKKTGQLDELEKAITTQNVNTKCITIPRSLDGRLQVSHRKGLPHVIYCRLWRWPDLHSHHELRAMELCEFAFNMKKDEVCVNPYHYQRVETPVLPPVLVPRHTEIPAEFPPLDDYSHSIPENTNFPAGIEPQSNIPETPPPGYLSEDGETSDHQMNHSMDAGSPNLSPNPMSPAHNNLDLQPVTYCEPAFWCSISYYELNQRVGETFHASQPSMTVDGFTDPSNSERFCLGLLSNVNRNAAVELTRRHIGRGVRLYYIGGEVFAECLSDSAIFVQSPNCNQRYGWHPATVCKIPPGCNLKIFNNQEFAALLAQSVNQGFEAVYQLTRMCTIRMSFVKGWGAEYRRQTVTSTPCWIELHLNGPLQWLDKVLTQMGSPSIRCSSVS
* = called active by the depositor; ? = inconclusive; / = not tested or not shown; [ ] = dose if it differs, or a comment. Not all compounds are listed. The share of hits here may be higher or lower than overall.

SMILES	cytoskel mod	H69AR growth 86K	Pyk2 oligo antag	VCAM1 TNFa inh	IL1B cytotox	Fibroblast inh	HUVEC prolif 384	HUVEC tox TNFa	Smad3 FoxH1 inh
CC1(C)CC(=O)C(=Cc2cn(-c3ccccc3)nc2-c2ccc(Cl)cc2)C(=O)C1	0	/	-0.88	-16	-2	/	/	-8	/
CCN(CC)C(=O)CSc1nnc(COc2ccccc2)n1CC	1	94	-0.09	-10	-7	103	92	2	0
Cc1cccc(Oc2sc(C(=O)c3ccccc3)c(N)c2C#N)c1	5	/	-1.6	2	-5	/	/	-23	/
O=S1(=O)C=C(Sc2nc3ccccc3s2)c2ccccc21	/	103	/	/	/	3.1*	12*	/	5
CC(=O)Oc1ccc(NC(=O)CSc2ccccc2)cc1	1	/	-0.06	-14	-8	108	88	-5	-8
CC(C)CCn1c(Br)nc2c1c(=O)n(CC(N)=O)c(=O)n2C	/	/	0.18	/	/	102	108	/	-12
C=CCN1C(=O)CSc2ccc(C(=O)N3CCC(C)CC3)cc21	-22	86	-0.18	-31	-3	102	95	-20	4
Cn1cnnc1SCNC(=O)C(F)(F)F	16	74	1.5	2	-51	105	93	-31	6
Cc1[nH]c2c(Br)cccc2c1[C@H]1[C@@H](CC#N)C1(C)C	-9	74	-0.76	-6	11	87	95	-17	-5
CC(=O)c1ccc(OCCCC(=O)n2nnc3ccccc32)cc1	-40	100	-0.07	5	30	99	100	-3	-9
COc1ccc(OC)c(-c2cn(S(=O)(=O)c3ccccc3)nc2N)c1	2	91	-1.5	14	-21	93	78	0	11
NC(=O)C1(N2CCCCC2)CCN(Cc2nc3ccccc3c(=O)[nH]2)CC1	-9	88	0.87	-17	-30	97	99	-7	32
COc1cc(-c2nnc(-c3cc(OC)c(OC)c(OC)c3)o2)cc(OC)c1OC	-4	78	-0.48	12	-20	99	79	-21	21
CC1Cc2ccccc2N1S(=O)(=O)c1cccc2nsnc12 (stereo not drawn)	10	87	-0.3	6	-8	97	105	-3	-7
Cc1nnc(C)n1/N=C/c1cc(Br)cc(Br)c1O	-18	107	0.64	6	/	96	48	5	4
O=S(=O)(c1ccc(Br)s1)N1CCN(Cc2ccc3c(c2)OCO3)CC1	-4	85	-0.62	0	11	100	92	-8	-2
COC(=O)c1oc2ccc(OC)cc2c1N	/	91	0.94	/	/	97	99	/	4
COc1ccc(OC)c2sc(NC(=O)C(C)C)nc12	-4	/	/	9	-11	/	/	-12	/
CCOC(=O)C1C(=O)C=C(C)C(C(=O)OCC)C1c1ccc(OC)cc1 (stereo not drawn)	4	54	0.26	2	-97	90	94	-22	-1[fluorescence artefact?]
COC(=O)CCNc1ccc2c(c1)OCCO2	9	60	0.4	-7	0	100	91	-8	6
COc1ccc(C(=O)c2ccc(N3CCOCC3)cc2)c(OC)c1	19	45	-0.33	-13	-7	/	78	-1	11
CC(CNCc1ccc2c(c1)OCO2)NCc1ccc2c(c1)OCO2 (stereo not drawn)	/	90	/	/	/	92	101	/	3
COc1ccc(OCC(O)Cn2cnc(-c3ccc(Br)cc3)c2)cc1 (stereo not drawn)	8	39*	-0.27	7	1	99	84	-17	-8
COc1ccc(-c2nnc(SCC(=O)NCc3ccco3)n2C)cc1	5	104	0.71	-4	-7	97	94	-28	9
NC(=O)CSCc1nc2ccccc2s1	-3	94	-0.71	7	0	90	86	-22	15

Three successive entries from above, quoted:
SMILES	cytoskel mod	H69AR growth 86K	Pyk2 oligo antag	VCAM1 TNFa inh	IL1B cytotox	Fibroblast inh	HUVEC prolif 384	HUVEC tox TNFa	Smad3 FoxH1 inh
Cc1[nH]c2c(Br)cccc2c1[C@H]1[C@@H](CC#N)C1(C)C	-9	74	-0.76	-6	11	87	95	-17	-5
CC(=O)c1ccc(OCCCC(=O)n2nnc3ccccc32)cc1	-40	100	-0.07	5	30	99	100	-3	-9
COc1ccc(OC)c(-c2cn(S(=O)(=O)c3ccccc3)nc2N)c1	2	91	-1.5	14	-21	93	78	0	11

Carrying on.
SMILES	cytoskel mod	H69AR growth 86K	Pyk2 oligo antag	VCAM1 TNFa inh	IL1B cytotox	Fibroblast inh	HUVEC prolif 384	HUVEC tox TNFa	Smad3 FoxH1 inh
COc1cc(C(=S)N2CCC(C)CC2)ccc1O	2	87	0.09	-2	1	109	94	-15	1
c1ccc2c(c1)nc(NCC1CCCO1)c1nnnn12 (stereo not drawn)	/	91	/	/	/	91	87	/	3
COc1ccc(Cn2c(SCc3ccc(C)cc3)nc3cc(OC)c(OC)cc3c2=N)cc1Cl	-18	/	0.12	-1	-24	/	/	0	/
N#Cc1c(NC(=O)CSc2nc(-c3ccco3)cc(C(F)(F)F)n2)sc2c1CCCC2	0	64	0.38	2	-29	88	71	2	9
COc1ccc(C(=O)CSc2nnc(CNc3ccc(C)cc3C)o2)cc1	10	87	-0.07	2	8	93	95	-8	9
Clc1ccccc1CSc1ncn(-c2ccccc2)n1	17	87	-0.78	7	-28	90	83	-15	-2
O=C(C1CCCN(S(=O)(=O)Cc2ccccc2)C1)N1CCCCC1 (stereo not drawn)	6	83	0.85	-10	-19	90	95	-23	-7
Cc1nnc2c3ccccc3c(-c3ccc(O)cc3)nn12	6	91	-0.11	3	-10	89	76	-2	1
O=C(Cn1cnc2ccccc2c1=O)OCCCCN1C(=O)c2ccccc2C1=O	-10	107	2.5	-2	-13	97	103	-20	-7
CC(=O)Nc1nonc1-c1nc2ccccc2n1CCC(C)C	-31	45	-1.1	11	-18	/	63	19	-2
O=C(c1ccc(Oc2ccccc2)cc1)c1nc2c(n1O)CCCC2	/	49	-0.58	13	2	100	106	10	-1
O=C(NCc1n[nH]c(=S)n1-c1ccccc1)c1ccc(S(=O)(=O)N2CCOCC2)cc1	10	/	1.9	4	6	/	/	-30	/
CCn1c(COc2ccccc2)nnc1SCC(=O)Nc1cc(C)ccc1OC	-10	91	-0.14	16	5	100	110	-7	1
Cn1c2ccccc2c2ncn(CCN3CCOCC3)c(=O)c21	-1	89	-0.24	20	-74	88	92	12	-2
Cc1cc(C(=O)N2CCN(C/C=C/c3ccccc3)CC2)no1	-14	90	0.68	-9	3	104	94	0	3
Cc1cc2cc(CNC(=O)c3ccc(S(=O)(=O)N(C)C)cc3)ccc2n1C	3	89	/	9	-1	108	108	-14	-18
Cc1cc(Cl)ccc1OCCCC(=O)N1CCCc2ccccc21	-6	/	-0.98	-5	-4	/	/	-10	/
O=C(NCc1ccncc1)c1ccc(Br)cc1	?	107	-0.4	25	-26	106	97	-67	-3
O=c1n(Cc2ccc(Cl)cc2)c2sc3c(c2c2ncnn12)CCCC3	17	98	-0.75	10	-30	92	92	-33	-16
CCCCOc1ccc(Br)cc1/C(C)=N/NC1=NCCN1	2	83	0.55	39	-20	23*	7.1*	/	-9
O=S(=O)(c1ccc2nc(Cc3cccc(C(F)(F)F)c3)[nH]c2c1)N1CCOCC1	3	75	-0.88	4	-21	83	80	-6	-1
Cc1sc(-n2c(C)cc(C=O)c2C)c(C(=O)O)c1C	-1	92	-0.06	17	-2	94	95	-8	11
COc1ccc(NC(=O)COC(=O)c2c3c(nc4ccccc24)CCCC3)cc1	11	65	-4.5*	7	/	102	46	-20	-1
C/C(=C\C(=O)O)C(=O)Nc1nccs1	15	/	-0.37	-23	-13	/	/	-2	/
NC(Cc1cccc2nsnc12)C(=O)O (stereo not drawn)	11	104	-0.66	-4	-19	96	102	-14	-3

Further records follow.
SMILES	cytoskel mod	H69AR growth 86K	Pyk2 oligo antag	VCAM1 TNFa inh	IL1B cytotox	Fibroblast inh	HUVEC prolif 384	HUVEC tox TNFa	Smad3 FoxH1 inh
O=C(Nc1cccc(C(F)(F)F)c1)c1ccco1	4	101	-0.43	19	-11	101	102	-1	-6
Cc1cc(C)n(-c2ncnc3sc4c(c23)CC(C)CC4)n1 (stereo not drawn)	35	98	0.86	2	-5	101	103	-24	-2
CCOc1ccccc1C(=O)N1c2ccccc2Sc2ccccc21	17	/	-1.9	12	-6	/	/	-15	/
COc1cccc(-c2nn3c(-c4cccc(C)c4)nnc3s2)c1	/	81	-0.16	/	/	102	88	/	-5
Cc1ccc2c(CC(=O)NCc3ccco3)coc2c1C	-3	27*	0.24	-5	-8	55	53	6	5
COC(=O)\C(C(C)=O)=C(/C=C/C=C/N(C)C)N(C)C	/	100	-0.72	/	/	99	95	/	-4
Cc1ccc(Nc2nc(CSc3nnc(-c4cccs4)o3)cs2)cc1	-3	/	-0.27	-1	8	/	/	12	/
O=C(NCCCN1CCCC1=O)c1ccccc1NS(=O)(=O)c1ccc(Br)cc1	/	89	0.3	-9	7	92	88	-12	3[fluorescence artefact?]
Cc1cc(-c2ccccc2)c(C#N)c(N)n1	12	82	0.38	2	-9	102	94	26	13
CC(=O)c1cccc(NC(=O)Nc2cnn(Cc3ccc(F)cc3)c2)c1	/	85	/	/	/	112	63	/	4
Cn1c(=O)c2c(SCC(=O)NCc3ccco3)nc(CC(C)(C)C)nc2n(C)c1=O	-4	44	/	19	13	96	101	-45	-4
COc1ccc(CNC(=O)c2cc(-c3ccc(OC)c(OC)c3)on2)cc1	-13	100	0.2	33	-5	108	106	/	-4
COc1ccc(OC)c(C(c2nnnn2Cc2ccccc2)N2CCN(C)CC2)c1 (stereo not drawn)	-25	97	0.12	-11	2	98	87	-14	-1
CCCC(=O)Nc1ccc2oc(-c3cccnc3)nc2c1	3	81	-0.69	-8	1	102	99	6	16
Cn1c(SCC(=O)NCc2ccco2)nnc1-c1cccs1	-3	92	1.4	-10	-5	103	92	-18	11
COC(=O)c1ccc(/C=N/n2cnnc2)cc1	-9	101	0.16	-7	-59	94	107	-26	-2
O=C(c1ccco1)N1CCC(c2ccccc2)C1 (stereo not drawn)	-5	87	-0.33	14	-8	95	92	-8	5
CCOc1ccccc1NC(=O)CCn1c(=O)oc2ccccc21	4	89	2.4	2	-20	100	95	0	-3
O=C(CCCn1c(=O)[nH]c2ccsc2c1=O)N1CCN(c2ccccn2)CC1	5	90	1.9	20	-11	108	99	2	-3
CCOC(=O)N1CCN(C(=O)c2cnn3c(C(F)F)cc(-c4ccc(C)cc4)nc23)CC1	11	68	-0.44	20	-32	90	99	-8	0
COc1cc(=O)n2c(-c3ccccc3)csc2n1	-3	98	-0.17	-13	-24	106	104	-59	-10
N#CCCN1CCN(C(=S)c2ccc(-c3cccc(Cl)c3)o2)CC1	14	73	0.4	5	-4	98	104	-23	7
Cc1cc2c(cc1C)NC(c1c(C)n(C)n(-c3ccccc3)c1=O)C1=C(CC(C)(C)CC1=O)N2 (stereo not drawn)	-6	53	-0.59	2	19	101	96	5	-14
CC1(C)Oc2ccc(NC(=O)c3ccco3)cc2O1	-20	81	-0.7	-1	-20	99	94	-10	-14
CCc1ccccc1N(CC(=O)NCCSCc1ccco1)S(C)(=O)=O	48	93	0.29	3	0	101	102	14	-8
O=C(OCn1nnc2ccccc2c1=O)C1CCCCC1	-2	102	1.3	5	-16	98	103	-14	1
N#Cc1cccc2cnccc12	/	99	0.6	/	/	103	89	/	12
O=C1CSC(c2ccccc2F)N1CCN1CCCCC1 (stereo not drawn)	-10	91	1.4	8	2	107	86	-18	-1
COc1ccc2ncn(-c3ccccc3)c2c1	-10	85	-0.62	-14	-21	86	71	-19	-14
